DAX1 inh-1: DAX1 (NR0B1) inhibitors, primary screen, cell-based, HEK293, Gal4-DAX1, luciferase luminescence; Nuclear receptor subfamily 0 group B member 1 (Homo sapiens), P51843; HEK293 Gal4-DAX1 luciferase reporter; inhibition, % at 6.75 µM; actives 0.99% (n = 340,000); AID 504766, 2011;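 active = inhibition above the mean over all tested compounds plus 3 SD, cut at about 4.2% in these data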;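 note: 0% = DAX1-transfected cells with DMSO and 100% = empty-vector control cells with DMSO; inhibition shows as a rise in luminescence from relieved DAX1 repression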
NR1D1 modulator: modulators of Rev-erb alpha DNA binding, primary screen, biochemical, FITC-DNA, fluorescence polarization, uHTS. Nuclear receptor subfamily 1 group D member 1 (Homo sapiens), P20393. Rev-erbα–FITC-DNA binding, 90 min. activity, % at 10 µM. actives 0.79% (n = 370,000);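 active = activity above about 14%, limit read from the data; passing the limit was not always enough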;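 note: 0% = DMSO wells with 35 nM protein and 100% = DMSO wells with 750 nM protein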
PLCb3 inh: human PLC-beta3 inhibitors, primary screen, biochemical, fluorescence. 1-phosphatidylinositol 4,5-bisphosphate phosphodiesterase beta-3 (Homo sapiens), Q01970. Purified PLC-beta3, fluorogenic substrate. inhibition, % at 12.2 µM. actives 0.18% (n = 370,000). AID 720704, 2013; in the data active = inhibition above about 11%;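 note: 0% = median of compound wells on plate and 100% = full blocker control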
Target sequence (Q01970 whole entry, looked up): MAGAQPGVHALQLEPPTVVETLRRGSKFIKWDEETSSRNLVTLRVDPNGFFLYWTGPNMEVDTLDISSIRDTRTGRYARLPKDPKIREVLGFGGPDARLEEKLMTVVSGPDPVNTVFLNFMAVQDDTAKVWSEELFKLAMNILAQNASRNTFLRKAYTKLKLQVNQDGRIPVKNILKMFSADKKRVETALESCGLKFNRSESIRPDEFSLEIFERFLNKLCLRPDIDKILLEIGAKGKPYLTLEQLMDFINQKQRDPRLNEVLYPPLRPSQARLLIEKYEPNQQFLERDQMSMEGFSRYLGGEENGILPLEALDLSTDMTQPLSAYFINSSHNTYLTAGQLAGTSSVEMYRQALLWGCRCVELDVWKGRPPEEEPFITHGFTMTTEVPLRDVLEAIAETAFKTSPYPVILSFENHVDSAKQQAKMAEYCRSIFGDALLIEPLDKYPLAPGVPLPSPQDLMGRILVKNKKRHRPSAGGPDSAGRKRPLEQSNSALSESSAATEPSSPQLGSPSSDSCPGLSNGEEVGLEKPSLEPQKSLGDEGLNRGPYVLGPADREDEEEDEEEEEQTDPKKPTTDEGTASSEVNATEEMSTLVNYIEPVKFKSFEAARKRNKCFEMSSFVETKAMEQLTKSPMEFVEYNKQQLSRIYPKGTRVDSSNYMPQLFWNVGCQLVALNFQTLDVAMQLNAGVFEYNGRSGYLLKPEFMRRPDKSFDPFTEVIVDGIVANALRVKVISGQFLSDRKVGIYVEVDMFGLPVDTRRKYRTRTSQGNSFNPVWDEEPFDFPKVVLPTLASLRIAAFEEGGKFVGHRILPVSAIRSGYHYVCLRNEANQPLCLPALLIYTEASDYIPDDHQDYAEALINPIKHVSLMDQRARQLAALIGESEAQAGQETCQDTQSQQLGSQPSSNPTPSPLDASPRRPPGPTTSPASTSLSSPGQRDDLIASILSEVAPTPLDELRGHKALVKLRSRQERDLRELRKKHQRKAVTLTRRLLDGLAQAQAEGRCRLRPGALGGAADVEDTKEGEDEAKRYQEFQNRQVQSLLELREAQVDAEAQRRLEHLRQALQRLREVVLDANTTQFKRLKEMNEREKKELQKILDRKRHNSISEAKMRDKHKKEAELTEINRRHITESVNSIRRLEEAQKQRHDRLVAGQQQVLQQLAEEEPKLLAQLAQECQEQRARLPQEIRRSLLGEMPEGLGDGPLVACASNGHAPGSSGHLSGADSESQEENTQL
PG9 Ab binder: binders of HIV-1 gp120 antibody PG9, primary screen, biochemical, TR-FRET; HIV-1 gp120 / PG9 antibody interaction; TR-FRET gp120-PG9 antibody binding; inhibition, % at 6.7 µM; actives 0.43% (n = 360,000); in the data active = inhibition above about 8.5%
hgDAF12 agonist: H. glycines DAF-12 receptor agonists, primary screen, cell-based, luminescence, HEK293, GAL4 fusion, UAS-luciferase; Nuclear hormone receptor DAF-12 (Heterodera glycines), GAL4 fusion; HEK293 GAL4-hgDAF12 UAS-luciferase reporter, agonist luminescence; normalized to butyrate control; actives 1.8% (n = 370,000); activation, % at 6.8 µM;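 active = activation above a cutoff set at the mean of all screened compounds plus 3 SD, cut at about 10% in these data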;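 note: 0% = DMSO wells and 100% = sodium butyrate wells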
FXN GAA850 act: FXN promoter activators, primary screen, cell-based, luciferase luminescence, HEK293 lucGAA850 | actives 0.56% (n = 360,000) | activation, % at 6 µM | HEK293 lucGAA850 FXN promoter luciferase reporter, 24 h; percent of 10 µM SAHA response | AID 540364, 2011;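 active = activation above the average of all compounds screened plus 3 SD, cutoff fixed separately per campaign, cut at about 7.5% in these data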;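 note: 0% = DMSO wells and 100% = 10 µM SAHA wells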
ssDAF-12 act: S. stercoralis DAF-12 nuclear receptor activators, primary screen, cell-based, luminescence, HEK293, GRIP1 co-expression, lit1-tk-luc. HEK293 ssDAF-12/GRIP1 lit1-tk-luc reporter; % of 3 µM dafachronic acid response. activation, % at 6.8 µM. actives 1% (n = 370,000);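 active = activation above the mean over all tested compounds plus 3 SD, cut at about 0.9% in these data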;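 note: 0% = DMSO-only wells and 100% = 3 µM delta7-dafachronic acid wells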
DAX1 inh-2: DAX1 (NR0B1) inhibitors on StAR promoter, primary screen, cell-based, luminescence, SF-1 (NR5A1), full-length DAX-1; inhibition, % at 6.8 µM; HEK293T StAR-luciferase reporter, SF-1/DAX-1 repression relief; AID 652010, 2013; actives 1.1% (n = 370,000);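 active = inhibition above the mean over all tested compounds plus 3 SD, cut at about 3.6% in these data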;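 note: 0% = DAX-1 cells with DMSO and 100% = cells lacking DAX-1 with DMSO; higher inhibition means more luminescence from relief of DAX-1 repression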
HGIII-sPLA2 inh: human group III sPLA2 inhibitors, primary screen, biochemical, QFRET, BODIPY PC-A2 liposome substrate; Group 3 secretory phospholipase A2 (Homo sapiens), Q9NZ20; QFRET BODIPY PC-A2 liposome hydrolysis, fluorescence; inhibition, % at 12.2 µM; actives 0.56% (n = 370,000);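 active = inhibition above mean plus 3 SD of compounds lying within the high and low control bounds, cut at about 19% in these data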;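 note: 0% = median of test compound wells and 100% = no enzyme DMSO wells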
SMARCA2 act: SMARCA2 (BRM) function activators, primary screen, cell-based, luminescence, high throughput; actives 1% (n = 370,000); AID 652017, 2013; activation, % at 9.1 µM; MG213 cells, MMTV-luciferase reporter, dexamethasone, overnight; in the data active = activation above about 7.8%;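 note: 0% = vehicle wells and 100% = reference activator wells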
hcDAF12 agonist: H. contortus DAF-12 nuclear receptor activators, primary screen, cell-based, luminescence, HEK293, lit1-tk-luc reporter; HEK293 hcDAF-12 lit1-tk-luc reporter; 0% DMSO, 100% Δ7-dafachronic acid; activation, % at 6.8 µM; actives 1.4% (n = 370,000); AID 652067, 2013;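 active = activation above the mean of all tested compounds plus 3 SD, cut at about 5.5% in these data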;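 note: 100% = response to 3 µM Δ7-dafachronic acid high control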
* = called active by the depositor; x = no result given.

SMILES	DAX1 inh-1	NR1D1 modulator	PLCb3 inh	PG9 Ab binder	hgDAF12 agonist	FXN GAA850 act	ssDAF-12 act	DAX1 inh-2	HGIII-sPLA2 inh	SMARCA2 act	hcDAF12 agonist
COc1ccc(NC(=O)Nc2cccc3cccnc23)cc1	0.4	10.1	-0.8	1.3	4.7	5.8	0.8	1.2	-10.0	3.3	2.9
CNC(=O)CN(c1cc([N+](=O)[O-])ccc1OC)S(C)(=O)=O	0.8	-0.1	2.3	-0.5	3.1	3.0	-0.7	0.7	9.1	1.2	-0.7
C=CC1(C)CN(Cc2ccco2)S(=O)(=O)c2c(F)cccc2O1 (centres undefined)	1.8	-0.3	-0.5	0.3	1.5	2.0	-1.1	-0.1	0.2	-4.3	0.5
COc1ccc(-c2nc3c(-c4ccc(Cl)cc4)cnn3cc2C)cc1F	-0.5	3.5	-0.7	0.3	0.2	0.5	-1.5	1.2	4.0	0.5	-1.2
COC(=O)c1ccn(C(=O)c2ccc(Cl)cc2)n1	1.1	2.1	-219.6	-2.0	0.5	0.2	-1.3	0.3	3.0	0.7	3.0
Cc1ccc(C(=O)Nn2cnnc2)cc1Cl	-2.4	-1.9	-0.4	-1.1	-0.4	-0.4	-0.6	-1.0	-0.7	-0.6	-0.8
O=C(CC(=O)c1ccccn1)c1ccccc1	3.6	6.7	-4.8	-0.7	14.4*	2.9	0.5	6.0*	2.4	6.0	3.9
CCc1cc(=O)oc2cc(C)cc(OC(C)C(=O)NCCCN3CCOCC3)c12 (centres undefined)	0.7	-5.4	-196.3	0.1	-1.8	1.7	-1.4	0.3	2.5	-3.9	-0.5
Cc1ccc(F)cc1C(=O)N1CCCC(c2cc(C(=O)Nc3ccccc3Cl)no2)C1 (centres undefined)	x	-3.8	2.5	-1.8	2.0	-0.7	-1.4	-2.3	-18.1	-5.0	-2.5
C[C@@H]1CCC2[C@](C)(CO)[C@@H](O)CC[C@]2(C)[C@@]12C[C@](CO)(CC(=O)O)CO2 (some centres undefined)	0.7	-6.9	-2.2	-0.9	0.7	-0.5	-0.6	0.4	-3.2	0.3	-1.2
O=C(NC1CCCC1)c1cc(S(=O)(=O)N2CCCC2)ccc1Cl	1.7	-1.8	-1.4	-0.6	1.2	-1.6	-1.1	-0.5	7.1	0.7	-1.3
COc1cc(NC(=O)C(C)Oc2ccccc2)cc(OC)c1 (centres undefined)	-0.5	-2.0	2.5	-0.4	-0.1	-0.4	-1.1	-0.9	-3.7	-0.5	-2.0
O=C(O)c1ccccc1-c1ccc([N+](=O)[O-])cc1Cl	0.1	3.2	-1.0	-0.6	-0.2	1.7	-0.3	-1.0	11.2	-7.4	-0.6
O=C(NCCCN1CCC(Cc2ccccc2)CC1)C1CCN(S(=O)(=O)N2CCC3(CC2)OCCO3)CC1	-0.1	-2.1	0.4	-2.0	0.7	1.1	-1.4	0.1	-5.0	-1.6	-1.5
CCN(CC)C(=O)C1=C(C)N(Cc2ccc(C(C)(C)C)cc2)C(=O)C(CC(=O)NCCc2ccccn2)C1 (centres undefined)	-0.3	-3.8	1.9	1.2	-1.3	3.8	-0.8	2.3	5.0	-2.4	-0.3
CCc1nnc(NC(=O)CSc2ccc(-c3nc4ccccc4[nH]3)cn2)s1	-0.4	-14.5	-23.4	-1.9	1.5	5.7	-0.6	2.6	-14.1	3.5	0.6
CC1(C)CC2(CC(c3ccccc3)Oc3cc(O)ccc32)NC(=S)N1 (centres undefined)	-0.5	5.2	-1.9	-0.3	-0.6	-4.4	-1.9	-0.8	9.5	0.4	-0.8
CCOC(=O)C(=CNc1ccc(OC)cc1[N+](=O)[O-])C(=O)OCC	3.8	3.4	-7.0	0.2	-1.1	-2.5	-1.4	-0.2	13.0	-3.5	-1.7
NS(=O)(=O)c1ccc(CCNC(=O)c2ccc(S(=O)(=O)N3CCCCC3)cc2)cc1	1.4	3.4	-0.7	-1.4	-2.1	1.0	-1.3	-0.6	-14.2	-3.3	-0.3
Cc1ccc2nc(SCC(=O)N(C)C3CCS(=O)(=O)C3)[nH]c2c1 (centres undefined)	0.2	-2.6	-2.1	0.9	0.3	1.1	-0.5	-1.1	12.8	-0.5	-0.6
COc1ccc(C(=O)NNC(=O)CSc2nnc(C3CC3)n2C)cc1	1.7	2.8	-3.2	-0.7	1.0	0.6	-1.1	0.0	2.1	-2.7	0.8
CCCCn1nnnc1C(c1ccccc1)N1CCN(CCN2CCOCC2)CC1 (centres undefined)	x	-4.5	4.6	-2.5	1.8	x	-0.3	-2.2	11.3	-2.6	1.4
O=C(CCCOc1ccccc1)NC(=S)Nc1ccccc1	0.8	-7.1	-2.1	0.8	5.0	-0.2	-0.4	0.4	-3.4	1.6	0.8
COc1ccc(CCNCc2c(OC)ccc3ccccc23)cc1OC	0.8	2.3	-2.4	0.1	0.9	-2.4	-1.6	-0.1	-15.4	-0.9	-2.6
CC(C)=CCC/C(C)=C/COc1ccc2ccc(=O)oc2c1	1.4	8.8	-34.6	0.1	3.7	-2.0	-1.9	0.2	-1.9	0.4	0.1

DAX1 inh-2: entries above that show a hit
smiles	DAX1 inh-1	NR1D1 modulator	PLCb3 inh	PG9 Ab binder	FXN GAA850 act	ssDAF-12 act	DAX1 inh-2	HGIII-sPLA2 inh	SMARCA2 act	hcDAF12 agonist
O=C(CC(=O)c1ccccn1)c1ccccc1	3.6	6.7	-4.8	-0.7	2.9	0.5	6.0*	2.4	6.0	3.9

Additional structures.
SMILES	DAX1 inh-1	NR1D1 modulator	PLCb3 inh	PG9 Ab binder	hgDAF12 agonist	FXN GAA850 act	ssDAF-12 act	DAX1 inh-2	HGIII-sPLA2 inh	SMARCA2 act	hcDAF12 agonist
CC(C)C(OC(=O)c1ccco1)C(=O)NC1CCCC1 (centres undefined)	0.6	-0.5	-2.4	1.1	0.6	0.6	-1.6	0.0	-0.8	0.2	1.5
COc1ccc(NC(=O)c2ccco2)cc1NC(=O)c1ccco1	0.8	-2.6	3.5	-0.4	-0.5	-0.6	-1.5	-1.2	3.1	-0.5	-1.4
O=C1/C(=C/c2ccco2)Cc2ccccc21	-0.5	2.3	-22.8	-3.6	7.1	5.3	-0.1	0.1	-1.8	11.4*	1.3
O=C(NCc1cn2ccccc2n1)C1CCC(=O)N(Cc2ccccc2F)C1 (centres undefined)	0.1	-5.2	-5.7	0.1	-0.9	-1.9	-0.1	-0.3	3.2	-1.2	-1.7
CCOC(=O)c1ccc(S(=O)(=O)Nc2cc(S(=O)(=O)Nc3ccc(OC)cc3)ccc2O)cc1	-1.1	-6.3	-1.2	0.9	-2.0	-1.1	-1.1	0.1	-43.2	2.1	-1.7
CC(C(=O)NC1CCCCCC1)N(c1ccccc1)S(C)(=O)=O (centres undefined)	1.4	-1.6	8.1	-0.6	-1.0	-0.7	-1.3	-0.6	-0.6	-3.2	1.3
CC/C(=N/Nc1ccc(Cl)cc1)c1cnnc(SC)n1	1.2	-3.3	3.1	-1.5	-2.5	2.6	-1.4	0.6	1.1	0.4	1.1
CC(C)N(Cc1ccccc1)C(=O)COC(=O)c1cc(S(=O)(=O)N(C)C)ccc1N1CCCC1	-0.4	4.3	-1.4	-0.4	-1.8	-2.4	-1.6	-0.9	2.9	-3.0	-2.4
Cc1ccc(C)c(S(=O)(=O)Nc2ccc3cn[nH]c3c2)c1	0.0	1.6	-6.1	-0.2	1.2	3.5	-0.2	-0.1	-26.5	1.3	2.8
N#Cc1c(/N=C/c2cccnc2)sc2c1CCCC2	x	4.7	-5.0	-3.4	0.7	-1.9	-1.6	-0.1	4.9	-0.8	-0.3
CC(C)/C=C1\CC/C(=C\c2cccnc2)C1=O	2.9	2.1	-6.8	-2.6	-1.6	2.2	-1.6	-1.3	-8.7	0.1	0.3
CC1(C)Cc2c(c(-c3ccccc3)nc(N3CCOCC3)c2C(N)=O)CO1	0.4	-7.8	-1.6	-0.8	0.2	-1.4	-0.7	-0.1	-8.9	0.0	0.3
Fc1ccccc1N1CCN(CCCc2ccccc2)CC1	-1.0	1.8	-6.7	-1.8	1.5	1.8	-1.2	0.0	9.4	-2.9	0.1
CCCCOCCCNC(=O)C[C@@H]1C(=O)N(CCc2ccc(Cl)cc2)C2=CCCC[C@]21C(=O)OCC	x	-3.7	4.1	x	1.8	x	-0.7	-2.4	-20.0	-2.4	-2.7
COc1ccc(-c2[nH]ncc2/C=N\NS(=O)(=O)c2ccccc2)cc1OC	-0.1	-2.8	-4.9	0.2	-0.1	2.0	-0.8	-0.3	6.8	-0.7	-1.9
COc1ccc([C@H]2C[C@H](n3cc(-c4ccc(F)cc4)nn3)[C@@H](O)CN2C(=O)C2CCCCC2)cc1	-1.4	-5.1	2.6	-1.0	-4.8	0.9	-2.0	-1.2	-9.6	-1.1	-2.7
COc1ccc(CNC(=S)N/N=C/c2ccncc2)cc1	2.0	2.3	-0.1	0.0	-2.5	-1.0	-1.2	-0.2	7.3	1.9	-0.3
O=C(NCc1c(O)ccc2ccccc12)c1ccccc1	0.5	1.7	-2.3	-1.4	-1.2	-0.8	-1.4	-0.2	-12.2	-3.3	-2.4
CC(C)(C)S(=O)(=O)c1cnc2c(-c3ccc(F)cc3)cnn2c1N	1.2	16.9	8.3	-3.0	2.6	1.0	-1.0	-0.4	6.0	-3.7	-0.4
COc1ccc(OC)c(C(=O)COC(=O)CNC(=O)C2CCCCC2)c1	-0.1	1.9	-8.5	0.6	-0.8	1.7	-1.0	0.5	5.2	-3.7	0.6

3 of the compounds above, as comma-separated lines.
canonical_smiles,DAX1 inh-1,NR1D1 modulator,PLCb3 inh,PG9 Ab binder,hgDAF12 agonist,FXN GAA850 act,ssDAF-12 act,DAX1 inh-2,HGIII-sPLA2 inh,SMARCA2 act,hcDAF12 agonist
O=C(NCc1c(O)ccc2ccccc12)c1ccccc1,0.5,1.7,-2.3,-1.4,-1.2,-0.8,-1.4,-0.2,-12.2,-3.3,-2.4
O=C(CCCOc1ccccc1)NC(=S)Nc1ccccc1,0.8,-7.1,-2.1,0.8,5.0,-0.2,-0.4,0.4,-3.4,1.6,0.8
O=C(NCc1cn2ccccc2n1)C1CCC(=O)N(Cc2ccccc2F)C1 (centres undefined),0.1,-5.2,-5.7,0.1,-0.9,-1.9,-0.1,-0.3,3.2,-1.2,-1.7

The order is random, and some 7% of all compounds hit somewhere here.
